Arrestin-AP2 inh: inhibitors of beta-arrestin/AP2 binding, primary screen, biochemical, GPCR trafficking, flow cytometry | beta-arrestin 1 C-terminal peptide binding to AP2 beta2-adaptin appendage (human) | inhibition, % at 10 µM | 0.31% of 340,000 active | FITC-arrestin peptide / GST-AP2 beads; AP2 beta2 appendage carries R879A mutation;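 active means inhibition above a set limit, near 3 SD of compounds lacking own fluorescence, cut at about 54% in these data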;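 further: plate controls were DMSO wells for no effect and 5 µM unlabelled arrestin peptide for full effect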
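Test system: GST-tagged AP2 beta2-adaptin appendage (R879A) on 4 µm glutathione beads; also added: fluorescein-tagged arrestin peptide at 50 nM final; timing: 12 min plus 1 h, RT; signal: flow cytometry, FL1 (488/535 nm); read-out: percent drop in bead-associated FITC signal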
phage Ecoli inh: growth loss of phage-infected E. coli, primary screen, RecBCD inhibitor project, absorbance, with phage, HTS; 0.26% of 360,000 active; inhibition, % at 11.9 µM; in the data active means inhibition above about 11%
OPRM1-OPRD1 ag: agonists of OPRM1-OPRD1 heterodimerization, primary screen, cell-based, luminescence; Mu-type opioid receptor (Homo sapiens) + Delta-type opioid receptor (Homo sapiens), …; cells; activation, % at 9.3 µM; 0.3% of 340,000 active; AID 504326, 2011; in the data active means activation above about 18%;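 further: 0% = vehicle-treated cells and 100% = reference agonist; values of inactives mirror those of a sister screen read the other way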
Mot1-301 SUMO: yeast Mot1-301 growth rescue at high temperature, primary screen, SUMOylation pathway inhibitor project, S. cerevisiae, ATP luminescence, 38.5C; growth rescue, % at 18.8 µM; 1% of 320,000 active; AID 2716, 2010; S. cerevisiae Mot1-301 growth rescue; percent above DMSO median, 100 means doubled;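 active means every valid replicate shows activation above 250% relative to neutral control wells; inactive means the rest, any valid replicate at or below 250%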;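 further: OY570 slx delta 5 strain wells were the positive control but not used for scaling; some compounds called inactive have numbers as strong as hits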
Tat export inh: E. coli Tat export inhibitors, primary screen, MC4100, TorA-mCherry reporter, fluorescence, single point; 0.036% of 340,000 active; inhibition, % at 10 µM;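 active means mean replicate inhibition at least 50% and at least half of replicates individually reaching 50%; inconclusive means only one of the two criteria met; inactive means neither criterion met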;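 further: exported cargo escapes ClpAP degradation while cytoplasmic cargo is degraded and loses fluorescence; 0% = median of neutral control wells and 100% = median of NaSCN control wells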
E coli growth: E. coli V3065 growth inhibition, primary screen, counter-screen for AddAB inhibitor project, absorbance, OD600 | inhibition, % at 11.9 µM | 0.27% of 330,000 active | 18 h;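 active means inhibition above the campaign's mean inhibition across all tested compounds plus 3 SD, cut at about 9.9% in these data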;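 further: uninfected addAB+ strain grown without phage in ampicillin broth; 0% = DMSO wells and 100% = ciprofloxacin 0.95 µg/ml wells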
Pemphigus Ab inh: inhibitors of pemphigus antibody binding to DSG3, primary screen, biochemical, bead-based, flow cytometry, scFv-GFP; 0.48% of 310,000 active; AID 588358, 2011; binding (percent of control), % at 10 µM; DSG3-coupled beads, scFv-anti-DSG3-GFP binding; hits give low values;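 active means binding more than 3 SD below its plate's average and above zero; inconclusive means below that plate limit but binding exactly zero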;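 further: hits lower antibody fragment binding to DSG3; some compounds called inactive have numbers as strong as hits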
Target sequence (P32926 whole entry, looked up, the tested form may be a part): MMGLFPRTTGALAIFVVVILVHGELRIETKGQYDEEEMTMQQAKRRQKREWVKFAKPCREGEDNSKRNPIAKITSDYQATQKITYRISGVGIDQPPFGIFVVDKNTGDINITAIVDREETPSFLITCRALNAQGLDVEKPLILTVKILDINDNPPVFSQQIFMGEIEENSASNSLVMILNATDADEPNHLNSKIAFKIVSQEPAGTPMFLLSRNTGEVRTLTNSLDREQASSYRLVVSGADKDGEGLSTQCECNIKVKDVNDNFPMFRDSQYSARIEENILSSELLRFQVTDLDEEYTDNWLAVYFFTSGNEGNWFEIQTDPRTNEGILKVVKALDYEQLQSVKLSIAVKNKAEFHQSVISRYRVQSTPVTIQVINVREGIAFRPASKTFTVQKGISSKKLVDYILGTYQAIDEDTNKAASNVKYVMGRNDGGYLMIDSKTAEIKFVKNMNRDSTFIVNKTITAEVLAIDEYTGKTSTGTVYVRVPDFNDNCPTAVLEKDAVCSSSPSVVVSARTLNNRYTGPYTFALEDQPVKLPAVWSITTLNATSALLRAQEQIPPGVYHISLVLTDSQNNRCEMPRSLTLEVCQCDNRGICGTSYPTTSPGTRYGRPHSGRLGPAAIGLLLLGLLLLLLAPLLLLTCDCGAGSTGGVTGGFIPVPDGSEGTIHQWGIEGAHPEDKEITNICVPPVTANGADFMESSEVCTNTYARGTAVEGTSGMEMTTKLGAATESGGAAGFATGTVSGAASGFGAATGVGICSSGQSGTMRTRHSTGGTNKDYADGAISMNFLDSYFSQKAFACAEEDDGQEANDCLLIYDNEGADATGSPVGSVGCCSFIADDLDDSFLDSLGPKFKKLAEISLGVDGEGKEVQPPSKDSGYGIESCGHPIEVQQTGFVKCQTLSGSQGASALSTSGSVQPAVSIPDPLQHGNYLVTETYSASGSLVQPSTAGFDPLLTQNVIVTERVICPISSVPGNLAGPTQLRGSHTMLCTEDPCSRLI
PfHsp90 set2: growth inhibition of PfHsp90-expressing yeast, primary screen, antimalarial PfHsp90 inhibitor project, S. cerevisiae, BacTiter-Glo luminescence, single point, set 2; BacTiter-Glo ATP, 48 h; yeast lacking PDR1 and PDR3 efflux regulators; inhibition, % at 9.4 µM; 0.32% of 310,000 active; AID 504621, 2011;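 active means every replicate shows inhibition above about 80%, whatever the replicate mean, limit read from the data; inconclusive means mean inhibition reaches the set limit but some replicate falls short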;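 further: 0% = DMSO neutral controls and 100% = 20 µM radicicol positive controls; yeast relying on Plasmodium falciparum Hsp90 in place of its own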
PKA-R1A activ: activators of PKA-R1A holoenzyme, primary screen, biochemical, fluorescence polarization, Cy5-IP20, bovine R1A, mouse PKAc | PKA-R1A dissociation; scaled: DMSO 0%, 113 µM cGMP 100% | activation, % at 11.4 µM | 0.083% of 340,000 active | AID 504707, 2011;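 active means percent activation above the mean of all tested compounds plus 3 SD, cut at about 19% in these data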;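 further: higher means more PKAc released from R1A so a rise in polarization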
MOR-DOR inv ag: inverse agonists of MOR-DOR heterodimerization, primary screen, cell-based, luminescence; Mu-type opioid receptor (Homo sapiens) + Delta-type opioid receptor (Homo sapiens), …; cell-based MOR-DOR heterodimer luminescence, inverse agonism; inhibition, % at 9.3 µM; 0.21% of 340,000 active; AID 504357, 2011; in the data active means inhibition above about 22%, passing the limit was not always enough;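 further: 0% = cells with DMSO and 100% = wells without cells with DMSO; values of inactives mirror those of a sister screen read the other way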
AddAB inh: growth inhibition of E. coli expressing H. pylori AddAB, primary screen, AddAB inhibitor project, absorbance. inhibition, % at 11.9 µM. 0.29% of 330,000 active; in the data active means inhibition above about 12%;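 further: 0% = vehicle wells of infected cells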
Numbers without * were called inactive; i = inactive; ? = inconclusive; . = not tested or not shown.

SMILES	Arrestin-AP2 inh	phage Ecoli inh	OPRM1-OPRD1 ag	Mot1-301 SUMO	Tat export inh	E coli growth	Pemphigus Ab inh	PfHsp90 set2	PKA-R1A activ	MOR-DOR inv ag	AddAB inh
O=C(CN(Cc1ccccc1)C(=O)c1csnn1)NCc1ccccc1	32	2.1	-0.6	-2	-10	1.9	100	2	-20	3	0.4
Cc1ccc(S(=O)(=O)N[C@H](C(=O)NC2CCC(C)CC2)C(C)C)cc1 (some centres undefined)	-7	1.2	-1.2	-6	-1	0.5	.	-1	-9	5	0.3
Cc1nnc(SCC(=O)Nc2ccccc2)[nH]c1=O	20	1.0	-0.6	7	-21	2.8	101	47	-11	4	1.9
O=C(Nc1cccc(C(=O)N2CCCC2)c1)C1CCCCC1	-16	2.9	-3.5	.	-2	.	104	-25	-15	16	.
O=C(Nc1ccc2c(c1)CCC2)Nc1ccc2c(c1)OCO2	1	3.6	4.8	-3	3	-1.8	91	5	1	-34	0.8
Cc1cc(C)c(S(=O)(=O)Nc2ccc(Cl)cn2)c(C)c1	22	2.4	-1.4	48	9	-0.2	98	27	-6	6	3.9
O=C(CN1CCCC1)Nc1ccc(Br)cc1[N+](=O)[O-]	7	2.2	-1.1	8	1	0.1	97	3	1	6	1.4
O=C(NNC1=NS(=O)(=O)c2ccccc21)c1ccc(Cl)cc1	58*	1.1	-3.2	-4	-10	-3.1	94	7	-6	17	-2.1
O=C(Nc1ncc(Cc2cccc(C(F)(F)F)c2)s1)C1CCCO1 (centres undefined)	-3	0.0	1.8	-21	3	3.0	97	-19	-12	-10	3.5
O=C(N(c1ccccc1)c1ccccc1)N(c1ccccc1)c1ccccc1	-12	-1.1	.	97	.	-0.7	112	.	.	.	0.8
CC(C)(C)OC(=O)N1CCCC(C(=O)CC#N)C1 (centres undefined)	-2	-1.1	0.2	137	6	0.2	100	-6	-11	-1	-1.2
COc1ccccc1N(Cc1ccccc1)S(=O)(=O)c1cccc(C(=O)NC2CC(C)(C)NC(C)(C)C2)c1	1	1.3	-0.9	7	2	2.2	97	.	-1	5	-0.3
C/C=C\C=C\C(=O)N1CC2(CC(c3cccc(NC(=O)CC)c3)=NO2)C[C@H]1C(N)=O (some centres undefined)	25	1.0	-1.8	-6	-5	-0.3	99	2	-3	10	1.1
Cc1cc(=O)n2nc(N3CCC(C(=O)NCc4cccc(Br)c4)CC3)sc2n1	-1	3.3	-1.8	195	4	-1.9	103	14	4	10	3.4
CCCNC(=O)C1CC2Cn3c(nc4ccccc43)C2N1C (centres undefined)	4	2.0	-1.5	6	14	-2.4	109	-5	-1	8	0.4
COc1ccc(/C=N/Nc2nc3ccccc3o2)cc1O	-3	1.2	-1.7	-9	?	1.2	.	4	-5	9	2.3
Cc1c(NC(=O)c2cccs2)cccc1[N+](=O)[O-]	7	4.5	-4.3	64	5	-2.2	108	12	0	20	2.9
COc1ccccc1NC(=O)CN1C(=O)COc2ccc(C)cc21	4	0.4	-1.6	-5	3	-1.5	106	-1	-3	8	-0.1
O=C(Nc1cccc(Oc2ccc(C(=O)O)c(C(=O)O)c2)c1)c1ccc(-c2ccccc2)cc1	9	-1.3	-1.0	291	-4	-0.1	107	-30	-5	5	1.9
COc1cc(/C=C/CO)cc(OC)c1OC/C=C(\C)CCC=C(C)C	1	1.3	2.8	2	9	0.3	107	-28	-9	-14	2.7
Cc1ccc(S(=O)(=O)N(CC(=O)N/N=C/c2ccco2)c2cc(Cl)cc(Cl)c2)cc1	5	2.0	3.4	69	13	1.0	100	-100	3	-18	-1.1
CN1CCc2c(sc(NC(=O)Cc3ccc(F)cc3)c2C(N)=O)C1	-5	3.9	-3.3	230	-8	3.6	106	12	-15	17	4.2
O=C(CS(=O)c1cccc(C(F)(F)F)c1)Nc1ccc(Cl)cc1Cl (centres undefined)	-1	2.9	-0.8	484	-2	0.2	.	-29	5	4	7.6
COc1ccc(CN2C(=O)c3ccccc3C2OC)cc1 (centres undefined)	-4	-2.6	-1.8	-22	1	2.8	115	11	-5	9	0.8
Cc1noc(C)c1CCC(=O)N1CCCC(CO)(Cc2ccccc2)C1 (centres undefined)	30	1.3	-2.0	206	1	3.0	100	-1	-19	10	0.8
CC[C@H](C)[C@@H](C(=O)N1CCNCC1)n1cc([C@@H](N)CC(C)C)nn1	-6	-0.6	-2.3	-2	-4	-0.9	103	16	5	10	0.3
CN(C(=O)c1cccc(NC(=O)Cc2ccc(NC(=O)C3CCN(C(=O)C4CCCCC4)CC3)cc2)c1)C1CCCC1	-10	0.8	-1.0	.	2	.	104	0	-2	5	.
Cc1ccccc1NC(=S)N(CCN1CCCCCC1)Cc1cccs1	23	2.4	-0.6	7	-5	0.2	98	-7	5	3	-1.8
O=C1CCCC2=C1C(c1ccccc1)n1c(s/c(=C/c3cccc(F)c3)c1=O)=N2 (centres undefined)	21	1.1	-0.3	-35	-2	-1.7	98	27	-3	1	0.1
Cc1ccc(F)c([C@H]2[C@H]3C=CC[C@@H](C)[C@@H]3C(=O)N2Cc2ccccc2)c1	-6	1.6	4.8	28	8	0.0	100	-32	-1	-26	1.6
CCOC(=O)c1sc(NC(=O)CSc2n[nH]c(-c3ccccc3)n2)c(C#N)c1C	-12	-1.0	5.7	472*	5	1.4	107	18	-7	-24	2.0
Cc1nc2ccccn2c1C(=O)NNS(=O)(=O)c1ccc(C(C)(C)C)cc1	-4	1.3	1.8	2	9	-2.5	93	5	5	-11	-2.8
CC(C(=O)Nc1ccc(S(=O)(=O)N2CCCC2)cc1)N1CCN(c2ccccc2O)CC1 (centres undefined)	-6	0.1	-0.2	-18	1	0.9	.	-8	-9	1	0.5
CCOC(=O)N1CCN(C(c2ccc(C)cc2)c2sc3nc(C)nn3c2O)CC1 (centres undefined)	11	0.9	-1.9	1	-4	0.1	97	16	-5	11	0.5
O=c1c(Cl)c(N2CCN(c3ccc(F)cc3)CC2)cnn1-c1nc2ccccc2s1	-3	1.1	0.1	-3	9	-1.2	99	7	10	0	2.0
Cc1ccc(NC(=O)Nc2ccc(Cl)cc2)c(Br)c1	1	2.1	8.0	15	-9	3.1	78	1	-2	-39	4.4
Cc1ccc(CNC(=O)c2cc(-c3ccccc3)nn2CC2CC(c3cccc([N+](=O)[O-])c3)=NO2)cc1 (centres undefined)	29	-1.7	-2.5	9	0	-2.1	99	8	-3	14	1.6
Cc1ccc(-n2nnnc2CNC(=O)C2CC(=O)N(c3ccc(F)cc3)C2)cc1C (centres undefined)	5	1.4	-0.4	48	-6	-1.6	114	-51	3	2	2.3
O=C(Nc1ccc(N2CCOCC2)cc1)c1cccc2c(Br)cccc12	39	2.7	2.6	-7	-7	-2.5	100	-9	-8	-21	-0.4
Clc1ccc(-c2nn3c(-c4ccccc4)nnc3s2)cc1	-8	2.0	4.7	-11	7	1.4	.	.	3	-24	-1.1
O=C(O)c1ccc(NC(=O)c2cn(-c3ccccc3)nc2-c2ccc(F)cc2)cc1	26	0.3	-2.8	-1	8	0.4	95	-4	0	15	0.7
Cc1c(N=Cc2c(O)n(Cc3ccco3)c(=O)c3ccccc23)c(=O)n(-c2ccccc2)n1C	2	0.0	-1.1	8	10	-0.7	102	-38	-2	7	0.3
CN(C)CCN(Cc1ccccc1)S(=O)(=O)c1ccc(-c2ccc(=O)[nH]n2)s1	8	0.5	0.4	31	7	-1.7	78	-12	-15	-2	3.1
CC(=O)Nc1ccc(C(=O)CSc2nnc(Cn3nnc4ccccc43)n2C)cc1	-11	3.1	-2.9	-11	0	1.7	99	28	-2	17	-1.8
COc1ccc2[nH]c(=O)c(CN(CC3CCCO3)S(=O)(=O)c3ccccc3F)cc2c1 (centres undefined)	19	0.4	-0.9	8	0	-0.7	.	-19	5	6	4.2
COc1ccc(NC(=O)Cn2nnc(-c3ccccc3NS(=O)(=O)c3ccccc3)n2)cc1	-1	.	5.4	-7	3	0.6	127	-45	-3	-29	0.0
Cc1occc1C(=O)N1CCN(S(=O)(=O)c2ccc(F)cc2)CC1	3	1.8	-0.9	1	-2	0.3	102	-8	5	4	3.4
OCCNCC12CC3CC(CC(C3)C1)C2	-6	-2.6	-3.0	36	1	1.7	112	.	-7	14	2.2
CC(C)c1ccc(O)c(N)c1	31	2.3	-0.7	-15	-1	1.2	98	9	-20	4	2.5
Cc1nn(S(=O)(=O)c2ccc(Br)cc2)c(C)c1S(=O)(=O)N1CCOCC1	-5	1.8	-0.4	21	-8	-1.4	96	30	-10	2	1.8
CCOC(=O)CC(=O)CSc1nc(-c2cccnc2)ccc1C#N	27	-0.1	-1.1	-15	0	1.6	99	-3	-2	6	4.0
COc1ccc(C(=O)NC(Oc2ccccc2)C(Cl)(Cl)Cl)cc1 (centres undefined)	8	2.0	1.1	6	-6	-0.3	108	8	-12	-7	-1.6
CO/N=C(\c1nonc1N)N1CCN(c2ccc([N+](=O)[O-])cc2Cl)CC1	-3	0.5	3.1	-8	-1	-1.9	99	26	-5	-13	-0.3
CCOC(=O)c1c[nH]c2c(Cl)ccc(Cl)c2c1=O	-1	0.7	-2.3	-4	-13	0.2	.	6	2	9	4.4
NS(=O)(=O)c1ccc(NNC(=O)c2ccc(F)cc2F)cc1	1	2.0	.	-1	-12	0.3	98	12	.	.	0.7
CCCCCCCCCCCCN1[C@@H](CC(=O)OC)c2cc(F)cc(F)c2S1(=O)=O	30	3.6	-2.4	-2	-11	-0.5	102	.	-10	13	1.9
CCOc1ccc(-c2cc(C(=O)NN=C3CCN(C)CC3)[nH]n2)cc1	1	5.2	-0.9	i	-19	0.4	84	-6	-7	4	1.3
On1nnc2ccc3ccccc3c21	4	4.8	-1.8	-20	-15	1.3	106	2	-6	10	2.2
COc1cccc(CC(=O)OC(C)C(=O)NCc2ccc3c(c2)OCO3)c1 (centres undefined)	6	1.0	-2.1	15	-4	1.5	92	35	-9	11	-0.2
Clc1ccc(-c2nnc3n2CCCC3)cc1	5	0.4	-2.3	-2	5	0.6	103	8	-9	12	-0.3

High-throughput results from PubChem BioAssay.
